# Bioassay records from PubChem.
# GPR7 antagonist = human neuropeptides B/W receptor 1 antagonism. hit rate 1.1% among 290,000. GPR7-expressing cells, fluorescence antagonist assay. inhibition, % at 4.4 µM. P48145; in the data active = inhibition above about 16%, passing the limit was not always enough;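 note: cells stimulated with the agonist NPW; 0% = agonist with vehicle and 100% = vehicle without agonist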
# CHO-K1 Ca ag = counter-screen for M1 agonists: effect in parental CHO-K1 cells; Fluo-8 calcium fluorescence; scaled to maximal ATP response, vehicle zero; activation, % at 3 µM; hit rate 0.48% among 360,000; in the data active = activation above about 15%;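 note: untransfected CHO-K1 host cells lacking M1 receptor as counterscreen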
# OXTR potentiator = human OXTR potentiation; CHO-OTR cells, Fluo-8 calcium fluorescence, potentiator mode; 0% = oxytocin EC15, 100% = EC100; AID 2445; hit rate 0.061% among 320,000; P30559; activation, % at 3 µM;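 active = activation above that plate's cutoff, the mean activation of tested compounds plus 3 SD, cut at about 6.6% in these data, passing the limit was not always enough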;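 note: 100% uses oxytocin at 75 nM as the full agonist control; some results filed as inactive read as strong as hits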
# Target sequence (P30559 whole entry, looked up): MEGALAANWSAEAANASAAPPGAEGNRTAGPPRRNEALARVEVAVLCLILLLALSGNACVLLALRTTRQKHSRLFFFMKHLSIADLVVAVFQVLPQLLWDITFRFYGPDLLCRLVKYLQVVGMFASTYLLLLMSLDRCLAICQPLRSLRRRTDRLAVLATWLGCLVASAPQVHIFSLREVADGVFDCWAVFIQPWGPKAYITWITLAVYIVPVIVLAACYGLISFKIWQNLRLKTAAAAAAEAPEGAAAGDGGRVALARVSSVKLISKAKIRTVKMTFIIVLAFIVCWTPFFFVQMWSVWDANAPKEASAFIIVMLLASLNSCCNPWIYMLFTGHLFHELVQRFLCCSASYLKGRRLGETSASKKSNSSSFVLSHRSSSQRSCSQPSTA
#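 Dosing: Single dose, 3.0 µM nominal final compound concentration | Material: Human OTR in CHO cells | Technique: Kinetic Fluo-8 calcium fluorescence | Benchmarks: EC15 oxytocin alone as 0%, 75 nM oxytocin as 100% | Probe or stimulus: Oxytocin at about EC15, sub-maximal agonist stimulus | Incubation: Compound 6 min at room temperature before oxytocin, 100 s read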
# OXTR ag = human OXTR agonism. hit rate 0.32% among 320,000. CHO-OTR cells, Fluo-8 calcium fluorescence; normalized: DMSO 0%, oxytocin 100%. activation, % at 3 µM. P30559. AID 2435;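 active = activation above the mean of all tested compounds plus 3 SD, cutoff set per screening run, cut at about 20% in these data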;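 note: peak over basal fluorescence ratio from a 100 s FLIPR kinetic read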
# TAAR1 antag = human TAAR1 antagonism; AID 624466; CHO RD-HGA16 TAAR1, Fluo-8 calcium fluorescence, antagonist; inhibition, % at 3 µM; hit rate 1.5% among 360,000;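 active = inhibition above a per-plate cutoff, the mean inhibition of test compounds on that plate plus 3 SD, cut at about 49% in these data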;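 note: 0% = DMSO plus EC80 beta-PEA response and 100% = DMSO alone without agonist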
#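 Test system: RD-HGA16 CHO cells with stable hTAAR1 and Gα16 / Probe or stimulus: EC80 β-phenethylamine stimulus / Times: seeding 17-24 h prior, 75-min 37 °C, 30-min RT dye loading / Detection: Fluo-8 calcium-sensitive fluorescence / Read-out basis: % inhibition scaled between DMSO and EC80 PEA controls / Repeats: singlicate, one well per test compound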
# CHO-K1 Ca antag = M1 antagonist counterscreen hit in parental CHO-K1 cells. inhibition, % at 3 µM. ATP-induced calcium, Fluo-8 fluorescence. hit rate 0.6% among 360,000;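 active = inhibition above a per-plate cutoff, the plate's mean sample inhibition plus 3 SD, cut at about 24% in these data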;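 note: 0% = DMSO plus EC80 ATP and 100% = DMSO alone without ATP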
# CHO-K1 Ca PAM = nonselective activator or artifact in parental CHO-K1 calcium assay; ATP EC20, Fluo-8 calcium fluorescence; 0% at ATP EC20, 100% at ATP max; activation, % at 3 µM; hit rate 0.02% among 360,000; AID 602247;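 active = activation above the run cutoff, the mean activation of all test compounds plus 3 SD, cut at about 40% in these data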;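 note: peak over basal fluorescence ratio in a 140 s read after ATP addition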
# CHO parental Ca = signal in parental CHO cells, OX1R antagonist counter-screen; parental CHO-K1, ATP-induced calcium, Fluo-8 fluorescence; hit rate 0.63% among 330,000; AID 463079; inhibition, % at 5.6 µM;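 active = inhibition above that plate's mean sample inhibition plus 3 SD, cut at about 26% in these data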;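 note: 0% = ATP-challenged DMSO wells and 100% = DMSO wells without ATP; some compounds past the cut are filed as inactive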
#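 Assay system: parental CHO cells; Read-out basis: percent inhibition of ATP-evoked calcium rise, normalized to controls; Benchmarks: ATP and no-ATP DMSO wells; Compound dosing: single nominal dose of 5.6 µM per compound; Signal: Fluo-8 calcium dye fluorescence; Also added: ATP as calcium-mobilizing challenge; Repeats: singlicate.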
# V1aR counter = activates human V1a receptor in oxytocin agonist counter-screen. hit rate 0.25% among 320,000. P37288. AID 2797. activation, % at 3 µM. CHO-V1R cells, Fluo-8 calcium fluorescence, agonist mode; 0% DMSO, 100% 3 nM vasopressin;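 active = activation above the mean activation of all tested compounds plus 3 SD, per screening run, cut at about 20% in these data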;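 note: signal is peak over basal fluorescence ratio across a 100 second FLIPR read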
# Target sequence (P37288 whole entry, looked up): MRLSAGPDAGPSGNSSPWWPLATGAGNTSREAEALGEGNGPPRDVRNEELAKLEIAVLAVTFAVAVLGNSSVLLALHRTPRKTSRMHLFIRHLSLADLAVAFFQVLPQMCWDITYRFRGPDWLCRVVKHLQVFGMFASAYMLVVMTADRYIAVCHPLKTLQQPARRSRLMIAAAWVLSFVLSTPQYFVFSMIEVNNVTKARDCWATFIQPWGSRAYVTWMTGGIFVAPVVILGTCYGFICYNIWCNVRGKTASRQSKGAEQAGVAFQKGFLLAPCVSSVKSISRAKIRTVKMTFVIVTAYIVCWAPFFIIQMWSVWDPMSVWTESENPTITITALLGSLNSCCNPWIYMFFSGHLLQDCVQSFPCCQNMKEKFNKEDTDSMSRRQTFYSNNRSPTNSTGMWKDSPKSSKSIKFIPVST
# The depositor's hits bear a star; / = not tested or not shown.
SMILES	CHO parental Ca	TAAR1 antag	V1aR counter	CHO-K1 Ca ag	OXTR ag	CHO-K1 Ca PAM	GPR7 antagonist	CHO-K1 Ca antag	OXTR potentiator
COc1ccc(OC)c(N(CC(N)=O)S(=O)(=O)c2ccc(OC)c(OC)c2)c1	-1	5	0.0	-0.4	-0.3	-1	-17	-3	-9
NS(=O)(=O)c1ccc(CCNCc2cccs2)cc1	-2	-5	-0.2	-0.2	0.2	2	-11	2	0
O=C(NCc1nnnn1-c1ccc(F)cc1)c1ccc(S(=O)(=O)N2CCOCC2)cc1	/	-13	/	0.8	/	10	/	-7	/
COCC(C)n1c(SCc2ccc(C(=O)OC)o2)nc2ccccc2c1=O (stereo not drawn)	-32	9	-0.1	-0.4	0.0	7	1	-15	11
O=C(NCCCN1CCN(CCCNC(=O)c2cccc(Cl)c2)CC1)c1cccc(Cl)c1	-22	0	0.2	2.0	1.0	26	4	-12	-6
Cc1cc(NC(=O)COC(=O)c2ccc(S(=O)(=O)N3CCCc4ccccc43)cc2)no1	-11	19	0.8	0.5	0.0	14	6	-4	-15
O=C(COC(=O)CSCC(=O)N1CCCCC1)Nc1ccc(Cl)cc1	-1	-3	5.8	1.0	6.1	12	-6	-9	-10
CC(C)CNC(=O)c1ccccc1N(Cc1ccccc1)S(C)(=O)=O	3	0	2.4	0.8	-0.7	10	-14	-4	0
CN(C(=O)COC(=O)c1cccc(S(=O)(=O)N2CCCCCC2)c1)C1CCS(=O)(=O)C1 (stereo not drawn)	-2	-20	-1.4	-0.2	-1.2	-30	/	0	-3
CC(NC(=O)c1ccc(Br)s1)c1ccncc1 (stereo not drawn)	-14	-30	-0.8	-0.2	-1.1	-14	-9	-12	-5
COc1ccc(-c2cnc3c(NC(C)=O)cc(-c4ccccc4OC)cn23)cc1OC	/	52*	/	3.1	/	-5	/	10	/
CCCCc1nnc(NC(=O)CSc2nc(O)c(-c3ccccc3)c(=O)[nH]2)s1	-4	9	1.0	-0.6	0.1	-8	-7	4	0
CC12CCC(C(=O)Nc3nccs3)(OC1=O)C2(C)C (stereo not drawn)	-4	-19	-0.2	0.4	0.9	16	4	-3	-5
COC(=O)c1ccccc1NS(C)(=O)=O	-2	-1	1.0	0.5	-0.3	7	/	-13	-7
CN(/N=C/c1cc(Cl)cc(Cl)c1O)C(=S)NC(C)(C)C	-13	-27	0.0	1.2	-0.8	-8	-16	2	-7
CC(=O)Nc1ccc(OCc2cn(CC(=O)c3ccc(O)cc3)nn2)cc1	/	4	/	0.2	/	19	/	-14	/
CC[N+]1(CC)CC2CCC(C)(C1)C2(C)C (stereo not drawn)	20	-17	0.7	-0.2	0.5	-2	-10	-6	-4
Cc1cc(=O)oc2c(C)c(OC(C)C(=O)NCc3ccccn3)ccc12 (stereo not drawn)	-16	-24	0.7	3.8	0.2	-1	-2	-22	-2
Cc1ccc(-n2nc3c(N4CCC(C(=O)NCCc5cccs5)CC4)nnc(C)c3c2C)cc1	-35	-20	-1.3	-0.8	-3.0	13	-6	-19	-9
Cc1cc(C)cc(C(=O)N(CCc2ccccc2)C2=CC3CCC(C2)N3C)c1 (stereo not drawn)	-16	3	0.5	1.0	-0.1	17	0	-5	-4
CSC1=N/C(=C\c2cccc(F)c2)C(=O)S1	-4	-18	0.8	-0.1	1.6	8	-2	-5	-3
S=C1COC(c2ccccc2)N1c1ccccc1 (stereo not drawn)	-10	-14	-0.1	-0.1	-2.7	-15	-15	-10	-16
COc1ccc(C(NC(=O)c2ccccc2F)NC(=O)c2ccccc2F)cc1	-1	10	1.8	1.3	1.9	6	15	-3	-10
COc1ccccc1NCCC(=O)OCC(=O)Nc1ccccc1Cl	-15	-3	5.0	2.9	4.5	11	/	-10	-5
CCOC(=O)Cc1csc(SCC(=O)N(CC(C)C)c2c(N)n(Cc3ccccc3)c(=O)[nH]c2=O)n1	-13	-15	0.1	2.0	-0.9	15	/	-9	0
CSc1ccc(CN2CCC2(C)C(=O)Nc2cccc(NS(C)(=O)=O)c2)cc1 (stereo not drawn)	/	5	/	2.9	/	10	/	-4	/
O=C(Nc1cccc(Cl)c1)N(CCN1CCOCC1)Cc1ccccc1F	-3	13	-0.4	1.3	-1.1	-3	0	8	-5
Cc1cc(C)n2nc(SCc3nnc(SCc4ccccc4C)s3)nc2n1	-24	6	6.5	9.1	5.7	4	-6	1	-11
COc1ccc(-c2c(C(=O)O)c(C(=O)O)c3n2CCC3)cc1	-5	6	0.0	0.3	-0.5	7	-20	-4	-9
COc1ccc(-c2cnn(C3CCS(=O)(=O)C3)c2N)cc1 (stereo not drawn)	-2	4	0.7	0.0	0.6	10	-8	-3	-9
Cc1ccc(-c2nnn(CC(=O)N(CCO)C(C(=O)NC3CCCC3)c3ccc(F)cc3)n2)o1 (stereo not drawn)	-14	-4	-0.5	2.0	-1.6	9	-1	4	0
CCO[C@@H]1OC(C(=O)NCc2nc3ccccc3[nH]2)=C[C@H](C(C)(C)C)[C@H]1CCCO	-22	-11	1.4	1.5	0.2	14	/	-12	0
CCOC(=O)c1oc2ccccc2c1CSc1nnnn1-c1ccc(OC)cc1	-12	-9	0.0	0.3	0.1	14	-10	-1	-5
Cc1cccc(C=CC(=O)c2ccc(Cl)cc2)c1	/	6	/	-0.1	/	8	/	-5	/
COc1ccc(C(=O)NNC2CC(=O)N(Cc3ccc(Cl)cc3)C2=O)cc1OC (stereo not drawn)	-17	-16	-0.8	-0.6	-0.3	8	11	-6	-7
Cc1ccc(NC(=O)CSCCc2ccccn2)nc1	-1	-18	0.2	0.1	-0.4	-7	2	6	-2
CC(=O)Nc1cccc(NC(=O)C2CCCN2C(=O)Nc2ccccc2C)c1 (stereo not drawn)	-5	11	-0.2	0.6	-0.6	22	-12	-14	0
O=C(CCCn1c(=S)[nH]c2ccsc2c1=O)Nc1ccc2c(c1)OCO2	-1	-17	-1.0	0.6	-1.5	-2	13	-3	-16
Cc1cccc(C)c1OCC(O)CN1CCC(CN2C(=O)c3cccc4cccc(c34)C2=O)CC1 (stereo not drawn)	-15	12	0.9	0.3	1.3	6	-14	-1	-8
COc1cccc(NC(=O)CNS(=O)(=O)c2ccc(Cl)cc2)c1	0	/	1.5	2.4	2.2	20	1	-8	-9
Cc1cc(C(=O)NC2CCCc3ccccc32)no1 (stereo not drawn)	-23	6	-0.5	0.7	-0.6	10	-8	-6	-6
C/C(=N\NC(=O)c1ccccn1)c1ccc(C(=O)O)s1	-8	6	1.8	/	0.7	/	-5	/	0
Cc1nnc(SCC(=O)Nc2ccc3[nH]c(=O)[nH]c3c2)s1	7	-12	0.0	2.3	1.2	5	/	-3	-7
Cc1occc1C(=O)N1CCN(c2ncccn2)CC1	-16	-16	0.0	0.0	0.7	10	-14	-9	-6
CCCn1c(=O)[nH]c(=O)c2c1nc(-c1cccs1)n2CCOC	-12	-16	0.4	1.2	-1.6	23	-8	-5	-16
N#C/C(=C/c1ccc(F)cc1)C(N)=S	-17	-2	0.8	0.6	0.6	11	7	3	8
CC(=O)N1CCc2cc(S(=O)(=O)C(C)CC(=O)NCc3ccc(C)o3)ccc21 (stereo not drawn)	-21	-6	-0.7	0.9	-1.0	13	-14	-10	3
O=C(N/N=C/c1ccccc1)c1cc[n+]([O-])cc1	9	2	0.8	1.7	1.1	5	-5	-8	-10
COc1ccc(C)cc1NC(=O)CSc1nnc(-c2ccco2)n1Cc1ccco1	-9	0	0.3	0.3	-1.7	-5	-12	19	-3
COc1ccc(C(=O)c2c(C)oc3ccc(O)c(CN4CCOCC4)c23)cc1	-11	-15	0.4	1.9	1.4	20	-1	-4	4
CC(C)n1ncc2c(C(=O)N3CCN(S(=O)(=O)c4cccc(F)c4)CC3)cc(C3CC3)nc21	/	-12	/	0.6	/	11	/	-8	/
O=C(O)c1ccc(N=NN2CCOCC2)cc1	-2	-20	4.1	0.1	-0.1	14	-9	-5	-2
Cc1[nH]c(=O)[nH]c(=O)c1S(=O)(=O)Nc1cccc(C(F)(F)F)c1	/	-3	/	2.1	/	2	-9	-5	/
Cn1c2ccccc2c(=O)c2c(=O)n(C3CCCCC3)c(-c3ccco3)nc21	4	-3	29*	24*	17	25	5	-3	-3
Cc1nc(NC(=O)c2ccccc2)sc1-c1csc(N)n1	-17	10	5.1	0.4	5.7	7	1	7	-16
Cc1ccc(C(=O)OCC(=O)Nc2cc(Cl)ccc2C#N)o1	/	-11	/	0.7	/	11	/	-12	/
O=C(Nc1cnccn1)c1cccc(C(F)(F)F)c1	-4	5	0.0	2.0	-0.7	16	-8	-29	-1
CCNc1cc(N2CCN(S(=O)(=O)c3ccc4c(c3)CCCC4)CC2)ccc1[N+](=O)[O-]	-12	8	0.2	1.1	0.6	21	0	-15	-4
CSC1=NCCN1C(=O)COc1ccc2ccccc2c1	-7	3	1.6	0.5	2.5	7	-5	-9	-4
CC1(C)C2CCC1(C)C(OC(=O)CC(=O)O)C2 (stereo not drawn)	-10	-4	0.5	/	0.8	/	2	/	-2

# Next section:
SMILES	CHO parental Ca	TAAR1 antag	V1aR counter	CHO-K1 Ca ag	OXTR ag	CHO-K1 Ca PAM	GPR7 antagonist	CHO-K1 Ca antag	OXTR potentiator
COC(=O)c1ccc2nc(-c3ccc(Cl)cc3)c(Cc3ccc(OC)cc3C)n2c1	/	7	/	0.6	/	8	/	-10	/
CN1CCc2cccc3c2[C@@H]1Cc1ccc(O)c(O)c1-3	-3	/	0.1	0.0	-0.5	-7	1	-2	-6
CCOc1ccc(CCN2C(=O)C(=O)N([C@@H](CC(C)C)CN3CCC[C@H]3CN3C(=O)C(=O)NC[C@@H]3CC(C)C)C[C@@H]2CC(C)C)cc1	/	-7	/	0.4	/	11	/	-18	/
C=CCc1ccccc1OCC(O)CN1CCN(CCO)CC1 (stereo not drawn)	-3	-10	1.6	1.6	0.8	24	-15	-21	-1
O=C(Nc1cccc(C(=O)N2CCCCC2)c1)c1ccccc1	/	-8	/	0.4	/	2	/	-6	/
CC(Oc1ccccc1)C(=O)N1CCC2(CC1)Oc1ccc(Cl)cc1C(=O)C21CC(c2ccccc2)=NO1 (stereo not drawn)	-8	/	1.0	/	0.4	/	/	/	-12
COc1cc(OC)cc(C(=O)Nn2c(C)nc3ccccc3c2=O)c1	-3	23	0.2	3.9	-0.6	7	9	5	-10
CCN(Cc1cc2ccccc2[nH]c1=O)C(=O)c1cccnc1	-7	9	0.3	-0.3	-0.1	-11	1	15	-4
